KB-V1 cytotox: KB-V1 MDR subline cytotoxicity; Potency, µM (top dose mostly 46.1 µM), for inactives: top-dose activity change, negative = cytotoxicity, usual class: cytotoxic; KB-V1 MDR cells viability, CellTiter-Glo, 72 h; AID 1347076; actives 3.4% (n = 400,000); note: % is set by controls: 0 for no effect and ±100 for the full control effect; nearly all actives have a fitted effect of over 60% in size
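Luminescent ATP read-out (CellTiter-Glo, 10 min) measures survival of drug-selected KB-V1 MDR cells after 72 h, 37 degrees C compound exposure. Medium: phenol-red-free DMEM, 10% FBS. Values from fitted concentration-response curves.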
GLP-1R agonist: activates the human GLP-1 receptor; P43220; HEK293 GLP-1R CRE-luciferase, luminescence, 4-6 h; cells express a hypersensitive GLP-1R form; Potency, µM (doses to about 45.6 µM), without a hit: top-dose activation, hits mostly activators; actives 0.007% (n = 380,000); note: % of control where 0% means no effect
Target sequence (P43220 whole entry, looked up): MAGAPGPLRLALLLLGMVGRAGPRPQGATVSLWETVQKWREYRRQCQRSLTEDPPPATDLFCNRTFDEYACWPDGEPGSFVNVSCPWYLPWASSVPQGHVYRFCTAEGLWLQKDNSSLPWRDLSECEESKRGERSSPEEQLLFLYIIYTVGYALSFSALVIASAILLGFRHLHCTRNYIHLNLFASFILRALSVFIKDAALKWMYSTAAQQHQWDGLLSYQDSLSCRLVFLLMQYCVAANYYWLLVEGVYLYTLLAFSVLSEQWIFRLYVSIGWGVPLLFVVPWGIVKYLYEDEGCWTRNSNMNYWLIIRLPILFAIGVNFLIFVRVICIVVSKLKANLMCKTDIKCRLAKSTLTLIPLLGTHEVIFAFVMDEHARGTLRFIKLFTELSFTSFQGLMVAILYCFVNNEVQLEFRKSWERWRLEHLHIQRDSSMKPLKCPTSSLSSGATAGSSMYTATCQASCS
GLP-1R inv ag: acts as inverse agonist at human GLP-1 receptor; HEK293 GLP-1R CRE-luciferase, luminescence, 24 h; GLP-1R form is constitutively active; Potency, µM (doses to about 38.3 µM), without a hit: at the top dose activity change, negative = inhibition, actives largely listed as inhibitors; actives 1.6% (n = 410,000); P43220; note: % is set by controls: 0 for no effect and ±100 for the full control effect; nearly all actives have a fitted effect of over 55% in size
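Assay principle: reduced luminescence from a cAMP-responsive reporter in HEK293 cells co-expressing a constitutively active GLP-1R. Conditions: 24 hr compound incubation, 37 deg C, 5% CO2.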
GLP1R cytotox: cytotoxic in the GLP-1 receptor inverse agonist counter-screen; actives 0.13% (n = 410,000); HEK293 cAMP-luciferase reporter cells, luminescence, 24 h; Potency, µM (doses to about 38.3 µM), without a hit: top-dose activity change, negative = inhibition, hits mostly inhibitors;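 note: loss of luciferase light is scored as toxicity; % is set by controls: 0 for no effect and ±100 for the full control effect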
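Luminescence readout: signal drop marks cytotoxicity. Plated cells grew 12 h at 37 °C, 5% CO2, received 23 nL compound for 24 h, then got luciferase reagent, read after 12 min at RT.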
TDP-43 yeast inh: inhibitors of TDP-43 toxicity in yeast; TDP-43 expressing yeast growth rescue, BacTiter-Glo, 24 h; Potency, µM (top dose mostly 46.1 µM), for the others: at the highest dose growth rescue (activation), actives largely listed as activators; actives 1.8% (n = 410,000); note: % of control where 0% means no effect; nearly all actives have a fitted effect of over 50% in size
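Growth rescue of TDP-43-toxic yeast measured as ATP luminescence (BacTiter-Glo). Cells grown to mid-log in raffinose, induced in galactose at OD600=0.02, exposed to compound 24 hr at 30 deg C.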
KB-3-1 cytotox: KB-3-1 parental cell cytotoxicity | KB-3-1 viability, CellTiter-Glo ATP luminescence, 72 h | Potency, µM (highest dose often 46.1 µM), without a hit: top-dose activity change, negative = cytotoxic, actives largely listed as cytotoxic | actives 1.4% (n = 400,000); note: % is set by controls: 0 for no effect and ±100 for the full control effect; nearly all actives have a fitted effect of over 60% in size
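Cells are dispensed, compounds pinned in, plates held at 37 °C for 72 h, then CellTiter-Glo is added and luminescence read after 10 minutes. Cell line: parental KB-3-1 in phenol-red-free DMEM, 10% FBS.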
SW480 rereplic: DNA re-replication induction in SW480 cells; Potency, µM (titrated, usually from 46.1 µM), for the others: top-dose re-replication activation, actives largely listed as activators; SW480 DNA re-replication, Hoechst DNA content imaging, 48 h; AID 624297; actives 1.8% (n = 340,000); note: % of control where 0% means no effect; nearly all actives have a fitted effect of over 55% in size
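Readout is total intensity of Hoechst-stained nuclei, excited at 405 nm and collected at 500-530 nm. Compound treatment lasted 48 hr at 37 C in 5% CO2 before staining.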
Active calls of the source: *; ? = inconclusive; . = no result given; [ ] = another dose, or the depositor's remark. Calls come from the whole dose curve; as a rule, active = well fitted curve in the direction sought with a large enough effect; inconclusive = small, poorly fitted or top-dose-only effect, or another doubt; inactive = no such curve, though single readings can be large; an effect the other way counts as inactive or inconclusive. Potency is the fitted concentration of half-maximal effect. The list is partial; the hit share may differ from the screen's.

Sequence of screens – KB-V1 cytotox	GLP-1R agonist	GLP-1R inv ag	GLP1R cytotox	TDP-43 yeast inh	KB-3-1 cytotox	SW480 rereplic
- c1cnc2cc3c(cc2n1)C1CNCC3C1
  .	-5%[110 µM]	.	.	.	.	.
- CC(C(=O)O)c1ccc2c(c1)CC(=O)c1ccccc1S2 (stereo not drawn)
  .	2%	.	.	.	.	.
- N[C@H]1CN(c2c(F)cc3c(=O)c(C(=O)O)cn(C4C[C@@H]4F)c3c2Cl)CC12CC2 (stereo partly drawn)
  .	-4%	.	.	.	.	.
- CCNC(=O)NCCCOc1cccc(CN2CCCCC2)c1
  .	5%	.	.	.	.	.
- CO/N=C(/C(=O)N[C@@H]1C(=O)N2C(C(=O)[O-])=C(C[n+]3ccn4ncccc43)CS[C@H]12)c1nsc(N)n1
  .	-5%	.	.	.	.	.
- Cn1cc(S(C)=O)c(=O)c2ccc(F)cc21 (stereo not drawn)
  .	-4%	.	.	.	.	.
- C(=C1NCCN1)c1cccc2ccccc12
  .	-3%	.	.	.	.	.
- CC1(C)[C@H](O[C@H]2O[C@H](C(=O)O)[C@@H](O)[C@H](O)[C@H]2O[C@@H]2O[C@H](C(=O)O)[C@@H](O)[C@H](O)[C@H]2O)CC[C@@]2(C)[C@H]1CC[C@]1(C)[C@H]2C(=O)C=C2[C@H]3C[C@@](C)(C(=O)O)CC[C@]3(C)CC[C@]21C
  .	-4%	.	.	.	.	.
- COc1ccccc1OCC1CNC(=O)O1 (stereo not drawn)
  .	-2%	.	.	.	.	.
- CC=CC1=C(C(=O)O)N2C(=O)[C@H](NC(=O)[C@H](N)c3ccc(O)cc3)[C@@H]2SC1
  .	-4%	.	.	.	.	1%

Ordered by count of non-hydrogen atoms (descending): six of the compounds above
Sequence of screens – KB-V1 cytotox	GLP-1R agonist	GLP-1R inv ag	GLP1R cytotox	TDP-43 yeast inh	KB-3-1 cytotox	SW480 rereplic
- CC1(C)[C@H](O[C@H]2O[C@H](C(=O)O)[C@@H](O)[C@H](O)[C@H]2O[C@@H]2O[C@H](C(=O)O)[C@@H](O)[C@H](O)[C@H]2O)CC[C@@]2(C)[C@H]1CC[C@]1(C)[C@H]2C(=O)C=C2[C@H]3C[C@@](C)(C(=O)O)CC[C@]3(C)CC[C@]21C
  .	-4%	.	.	.	.	.
- CO/N=C(/C(=O)N[C@@H]1C(=O)N2C(C(=O)[O-])=C(C[n+]3ccn4ncccc43)CS[C@H]12)c1nsc(N)n1
  .	-5%	.	.	.	.	.
- N[C@H]1CN(c2c(F)cc3c(=O)c(C(=O)O)cn(C4C[C@@H]4F)c3c2Cl)CC12CC2 (stereo partly drawn)
  .	-4%	.	.	.	.	.
- CC=CC1=C(C(=O)O)N2C(=O)[C@H](NC(=O)[C@H](N)c3ccc(O)cc3)[C@@H]2SC1
  .	-4%	.	.	.	.	1%
- CC(C(=O)O)c1ccc2c(c1)CC(=O)c1ccccc1S2 (stereo not drawn)
  .	2%	.	.	.	.	.
- C(=C1NCCN1)c1cccc2ccccc12
  .	-3%	.	.	.	.	.

More results follow.
Sequence of screens – KB-V1 cytotox	GLP-1R agonist	GLP-1R inv ag	GLP1R cytotox	TDP-43 yeast inh	KB-3-1 cytotox	SW480 rereplic
- CCOC(=O)[C@H](CCc1ccccc1)N[C@H]1CS[C@H](c2cccs2)CN(CC(=O)O)C1=O
  .	-4%	.	.	.	.	-2%
- Oc1ccc(/C=C\c2cc(O)cc(O)c2)cc1
  .	-2%[19.8 µM]	.	.	.	.	-1%[20.6 µM]
- CCNC(=O)NCc1cccc(Cl)c1
  .	8%	.	.	.	.	-2%
- C=CCN1CC(C(=O)N(CCCN(C)C)C(=O)NCC)CC2c3cccc4[nH]cc(c34)CC21 (stereo not drawn)
  .	13%	.	.	.	.	-12%
- Cc1c(Cn2ccnc2)c2ccccc2n1CCC(=O)O
  .	-3%	.	.	.	.	-14%
- CCn1cc(C(=O)O)c(=O)c2cnc(N3CCNCC3)nc21
  .	-4%[19.8 µM]	.	.	.	.	0%
- CCN(CC)C(=O)Nc1ccc(OC[C@H](O)CNC(C)(C)C)c(C(C)=O)c1
  .	-1%	.	.	.	.	-1%
- CN[C@H]1[C@@H](O)[C@@H](NC)[C@@H]2O[C@@]3(O)C(=O)C[C@@H](C)O[C@H]3O[C@H]2[C@H]1O
  .	1%[19.8 µM]	.	.	.	.	5%[20.6 µM]
- CC[C@H](NC(C)C)[C@H](O)c1ccc(O)c2[nH]c(=O)ccc12
  .	32%	.	.	.	.	2%
- C=CCn1c(=O)n(C2OC(CO)C(O)C2O)c2nc(N)[nH]c(=O)c21 (stereo not drawn)
  .	7%	.	.	.	.	1%
- C[C@H](O)CN(C)C
  .	-3%	.	.	.	.	-11%
- C[C@H](N[C@@H](C)COc1ccccc1)[C@H](O)c1ccc(O)cc1
  .	15%[19.8 µM]	.	.	.	.	2%[20.6 µM]
- CN1CCO[C@H](c2ccccc2)c2ccccc2C1
  .	8%[19.8 µM]	.	.	.	.	0%[20.6 µM]
- CCCC[C@H](O)c1ccccc1
  .	0%	.	.	.	.	0%
- CC(C)COC(=O)c1ccc(N)cc1
  .	10%	.	.	.	.	-3%
- N#Cc1ccc(C(c2ccc(C#N)cc2)n2cncn2)cc1
  .	-1%[19.8 µM]	.	.	.	.	-4%[20.6 µM]
- O=c1cc(O)c(Cl)c[nH]1
  .	-3%	.	.	.	.	1%
- O=C(c1ccccc1)c1ccc2n1CC[C@H]2C(=O)O
  .	-3%[19.8 µM]	.	.	.	.	-5%[20.6 µM]
- Cc1ccc(S(=O)(=O)NC(=O)NC2CCCCC2)cc1
  .	2%	.	.	.	.	-2%
- CC(=O)Oc1ccc(C(=C2CCCCC2)c2ccc(OC(C)=O)cc2)cc1
  .	-5%	.	.	.	.	1%

Overlap with the part before: two compounds, followed by the next part.
Sequence of screens – KB-V1 cytotox	GLP-1R agonist	GLP-1R inv ag	GLP1R cytotox	TDP-43 yeast inh	KB-3-1 cytotox	SW480 rereplic
- Cc1ccc(S(=O)(=O)NC(=O)NC2CCCCC2)cc1
  .	2%	.	.	.	.	-2%
- CC(=O)Oc1ccc(C(=C2CCCCC2)c2ccc(OC(C)=O)cc2)cc1
  .	-5%	.	.	.	.	1%
- CCCOC(=O)c1ccc(N)cc1
  .	2%	.	.	.	.	2%
- CCOC(N)=O
  .	-3%	.	.	.	.	-5%
- NC(=O)C1(N2CCCCC2)CCN(CCCC(=O)c2ccc(F)cc2)CC1
  .	0%	.	.	.	.	0%
- COc1ccc(-c2cc(=S)ss2)cc1
  .	26%	.	.	.	.	-4%
- CCN(CC)CCNC(C(=O)OCCC(C)C)c1ccccc1 (stereo not drawn)
  .	12%	.	.	.	.	-8%
- COc1cc(C(c2c(C)[nH][nH]c2=O)c2c(C)[nH][nH]c2=O)ccc1OC(=O)c1cccc(C)c1
  .	.	6%	1%	?	.	.
- Cc1nc2c(-c3ccccc3)c(C)[nH]n2c(=O)c1Cc1ccc(Br)cc1
  .	.	?	-16%	17%	.	.
- COc1ccc(-n2nc3c(N4CCCC(C(=O)NCc5ccccc5C)C4)nnc(C)c3c2C)cc1 (stereo not drawn)
  .	.	?	?	3%	.	.
- COc1ccc(-c2cn3cccnc3n2)cc1NC(=O)c1cc(C)cc(C)c1
  .	.	14%	-8%	23%	.	.
- O=C(CCCCCn1c(=O)c2sccc2n(CC(=O)Nc2cccc(Cl)c2)c1=O)NCc1ccc2c(c1)OCO2
  .	.	0%	5%	-3%	.	.
- COc1cc2ncnc(Nc3cccc(Cl)c3)c2cc1OC
  ?	.	.	.	.	?	.
- CCCCN(CCCC)CC(O)c1cc(Cl)cc2c1-c1ccc(Cl)cc1C2=Cc1ccc(Cl)cc1 (stereo not drawn)
  21µM*	.	.	.	.	?	.

Record cards, as listed above. Values in the order: KB-V1 cytotox	GLP-1R agonist	GLP-1R inv ag	GLP1R cytotox	TDP-43 yeast inh	KB-3-1 cytotox	SW480 rereplic
`CC[C@H](NC(C)C)[C@H](O)c1ccc(O)c2[nH]c(=O)ccc12` reads .	32%	.	.	.	.	2%
`O=C(CCCCCn1c(=O)c2sccc2n(CC(=O)Nc2cccc(Cl)c2)c1=O)NCc1ccc2c(c1)OCO2` reads .	.	0%	5%	-3%	.	.
`Cc1ccc(S(=O)(=O)NC(=O)NC2CCCCC2)cc1` reads .	2%	.	.	.	.	-2%
